All columns: NCI-60 one-dose screen, growth in % after 48 h at 10 µM unless noted; 100 = growth as untreated, 0 = no growth, -100 = all killed.
LOX IMVI – LOX IMVI melanoma; AID 1794757; 79,000 tested, 7.4% active
UACC-62 – UACC-62 melanoma | 81,000 tested, 5.4% active | AID 1794756
SK-MEL-2 – SK-MEL-2 melanoma; 77,000 tested, 4.7% active; AID 1794763
MALME-3M – MALME-3M melanoma; 78,000 tested, 5.8% active
BT-549 – BT-549 breast cancer; 78,000 tested, 4.4% active; AID 1794793
HS 578T – HS 578T breast cancer; 78,000 tested, 4.1% active; AID 1794788
UACC-257 – UACC-257 melanoma | AID 1794764 | 78,000 tested, 4.4% active
T-47D – T-47D breast cancer. 79,000 tested, 5% active. AID 1794792
* = called active by the depositor; . = not tested or not shown; & = joins results of further samples. The calls were made as follows: active = growth percent below 10; inactive = the rest.

Results follow in this order: MALME-3M	SK-MEL-2	T-47D	HS 578T	UACC-62	UACC-257	BT-549	LOX IMVI
- CCCCCCCCCCCCCCCCCCOC(=O)CCl
→ 103	104	.	99	102	101	85	102
- CCCCn1c(=O)c(/C=C/C(=O)/C=C/c2ccc3c(c2)OCO3)cc2cc(C)ccc21
→ 109	116	90	103	81	93	101	91
- COC1=CC(c2ccc[nH]2)=N/C1=C\c1[nH]c(C)c(CC(=O)OCc2ccccc2)c1C
→ -68*	-39*	-29*	-6.5*	-32*	-25*	-1.2*	-75*
- Cc1ccc(-c2ccc(SCC(=O)Nc3ccc(Cl)c(C(F)(F)F)c3)nn2)cc1
→ 39	13	26	16	16	58	25	34
- NCCC[C@H](N)C[C@H]1O[C@@H](n2cnc3c(N)ncnc32)[C@H](O)[C@@H]1O
→ 102	99	101	101	100	106	113	105
- CC12CC(C#N)CCC1O2 (configuration not stated)
→ 128	116	116	105	109	98	111	108
- COc1ccc(CSc2n[nH]c(=O)[nH]c2=O)cc1
→ 117	114	98	102	108	97	106	98
- c1ccc(OC2CCCCC2N2CCOCC2)cc1 (configuration not stated)
→ 106	105	111	89	107	98	112	105
- CCN(CC)c1ccc(/C=C/c2ccnc3ccccc23)cc1
→ 81	75	70	91	57	61	57	79
- C[N+]1(CCC[N+]2(C)CCCCCC2)CCCCCC1
→ 100	113	100	124	93	107	95	103
- [O-][n+]1cccc(CO)c1
→ 113	126	100	116	95	107	110	111
- Cc1ccc(N2CCN(C(=S)Cc3ccccc3)CC2)cc1
→ 98	113	98	106	96	103	79	102
- CCOC(=O)c1c2c(c(C)n1Cc1ccccc1)-c1ncncc1CC2
→ 124	110	76	59	52	121	108	90
- Cc1ccc(NC(=O)c2ccccc2)c(C)c1
→ 105	98	86	82	92	94	89	98
- O=C1OCC2=C1C(c1cccc(C(F)(F)F)c1)c1cc3c(cc1N2CCO)CCC3 (configuration not stated)
→ 44	9.3*	75	28	42	68	22	17
- CCOC(=O)Cc1ccccn1
→ 94	96	86	128	94	92	80	96
- CC(c1ccccc1)C(C(=O)c1ccccc1)c1ccccc1 (configuration not stated)
→ 109	85	92	91	94	105	101	82
- CCC1=C(Nc2ccccc2)COC1=O
→ 106	96	106	129	93	82	.	96
- CCN1CCC2(CC1)Nc1cc(Cl)ccc1-c1ccnn12
→ 92	86	78	97	102	100	85	86
- O=C1/C(=C/c2ccc(Cl)cc2)N=C2SC=C(/N=c3\scc(-c4ccccc4)n3-c3ccccc3)N12
→ 93	.	108	106	106	.	104	100
- Cc1ccc(Nc2ncc3c(=O)[nH][nH]c(=O)c3n2)cc1
→ 92	.	104	94	100	114	108	.
- NS(=O)(=O)c1ccc(NC2=C(Cl)C(=O)c3ccccc3C2=O)cc1
→ 135	102	-48*	142	96	92	84	54
- Cc1cc(N(CCNc2ccnc3cc(Cl)ccc23)Cc2cccs2)nc(Cl)n1
→ -29*	-58*	-34*	-5.9*	13	.	-55*	-74*
- CCN(CC)c1ccc(C(NCCC(C)C)C(Cl)(Cl)Cl)cc1 (configuration not stated)
→ 101	105	89	99	93	82	109	100
- O=CN(Cc1ccccc1)c1cc([N+](=O)[O-])ccc1OCc1ccccc1
→ 98&87	97&106	89&72	104&110	92&95	94&111	96&97	95&94
- COc1ccc(C(=O)CSc2nccc(Nc3ccc(N4CCOCC4)cc3)n2)cc1
→ 105	95	33	93	70	91	.	89
- CCCCNc1ccccc1
→ 105	.	108	104	99	103	.	100
- Cc1cccc(Cc2cnc(NC(=O)CCCOc3ccc(Cl)cc3)s2)c1
→ 33	67	33	21	32	23	62	36
- COc1ccc(/C=C2\SC(=Nc3ccccc3)N(Cc3nc4ccccc4[nH]3)C2=O)c(OC)c1
→ 125	106	57	80	80	.	.	86
- Fc1ccc(C(c2ccc(F)cc2)N2CCN(C/C=C/c3ccccc3)CC2)cc1
→ 84	101	67	94	69	68	96	80

By substructure: the entries above with a carbonyl joined to an NH by a bond outside any ring (3)
Results follow in this order: MALME-3M	SK-MEL-2	T-47D	HS 578T	UACC-62	UACC-257	BT-549	LOX IMVI
- Cc1ccc(-c2ccc(SCC(=O)Nc3ccc(Cl)c(C(F)(F)F)c3)nn2)cc1
→ 39	13	26	16	16	58	25	34
- Cc1ccc(NC(=O)c2ccccc2)c(C)c1
→ 105	98	86	82	92	94	89	98
- Cc1cccc(Cc2cnc(NC(=O)CCCOc3ccc(Cl)cc3)s2)c1
→ 33	67	33	21	32	23	62	36

Further records:
Results follow in this order: MALME-3M	SK-MEL-2	T-47D	HS 578T	UACC-62	UACC-257	BT-549	LOX IMVI
- NCC(O)CC(=O)O (configuration not stated)
→ .	112	100	102	100	103	109	92
- O=C(/C=C/C12c3ccccc3C(c3ccccc31)C1C(=O)NC(=O)C12)c1ccccn1 (configuration not stated)
→ 19	7.4*	9.5*	40	-48*	34	11	-60*
- OC1CCCCC1C1CCCCC1 (configuration not stated)
→ 121	.	104	.	112	114	.	106
- CC(C)Sc1nc(NN)c(C#N)c(-c2ccccc2)n1
→ 96	109	90	94	91	102	79	97
- CC/C=C\C[C@H](O)C/C=C1/C(=O)C=C[C@@H]1C/C=C\CCCC(=O)OCCS(=O)(=O)c1ccccc1
→ 64	72	18	36	16	67	3.0*	-34*
- COc1ccc(-c2nn(-c3ccc(NC(=O)Nc4ccc(Cl)c(Cl)c4)cc3)cc2-c2ccncc2)cc1Cl
→ 16	-35*	22	.	9.6*	12	14	-0.5*
- C=C(C)[C@@H]1CC[C@]2(C(=O)OC)CC[C@]3(C)[C@H](CC[C@@H]4[C@@]5(C)C/C(=C/c6ccc(Br)cc6)C(=O)C(C)(C)[C@@H]5CC[C@]43C)[C@@H]12
→ 102	107	97	102	98	108	112	94
- O=C1CCCc2cc3c(ccc4ccccc43)cc21
→ 95	96	65	.	77	105	95	91
- O=Cc1c(OCc2cnnn2CC(=O)Nc2ccc(Cl)cc2)ccc2ccccc12
→ 95	102	104	101	87	95	90	99
- C[C@@H]1CC(=O)C2CCCC1C2=O (some centres not stated)
→ 94	109	101	106	117	108	111	93
- CCOC(=O)C1=C(N)N(c2ccccc2)C2=C(C(=O)CC(C)(C)C2)C1c1ccccn1 (configuration not stated)
→ 109	111	99	104	99	109	106	93
- CC(=O)N(C(C)=O)C1=NNC(C)(c2ccccc2O)N1C(C)C(=O)O (configuration not stated)
→ 95	88	82	104	95	92	116	96
- COC(=O)c1c(C(=O)OC)c2n(CC(=O)Nc3cccc4cccnc34)c3ccccc3n2c1C(=O)c1ccc(OC)cc1
→ 97	106	112	92	95	105	102	92
- COc1cc(C2CC(c3ccc(C(F)(F)F)cc3)=Nc3c(N)nc(N)nc3N2)ccc1Oc1nc(Nc2ccc(F)cc2)nc(N(C)C)n1 (configuration not stated)
→ 65	60	58	49	86	50	70	-18*
- FC(F)(F)c1ccc(Cn2cc(CSc3nc4ccccc4s3)nn2)cc1
→ 111	96	90	89	87	87	92	110
- C=CCn1cc(C2=C(c3cccc4ccccc34)C(=O)N(O)C2=O)c2cc(Br)ccc21
→ 85	101	87	103	83	104	89	74
- Cc1ccc(C(C)C)cc1NC(=O)C(C)c1ccc(CC(C)C)cc1 (configuration not stated)
→ 97	105	108	114	95	105	112	103
- Cc1c(Br)cccc1NC(=O)c1c(N)c2cc3c(nc2n1C)CCCC3
→ 86	85	64	84	81	107	104	83
- Cc1nc(Cl)nc(N(C)c2ccccc2)c1[N+](=O)[O-]
→ 101	116	87	115	99	105	105	92
- CC(=O)Nc1ccc(S(=O)(=O)NC2CCCCC2)cc1
→ 98	108	91	93	91	96	96	96
- CC(C)C1CCC(=O)CC1
→ 99	112	117	95	90	99	112	97
- COC(=O)c1nn(C)c(=O)[nH]c1=O
→ 96	115	105	107	100	99	118	101
- COc1ccc(C(=O)/C=C/c2ccc(C)cc2)cc1S(=O)(=O)Nc1c(N)nc(SC)[nH]c1=O
→ 99	93	96	94	86	90	63	82
- CCOc1cc(C(=O)O)cc(OCC)c1OCC
→ 103	110	103	101	105	105	103	95
- CCOC(=O)/C(C#N)=C(\C)c1ccccc1
→ 86	.	91	94	102	93	109	91
- O=C(O)c1cn(CC2CC2)c2cc(N3CCN(c4nccc(-c5nccs5)n4)CC3)c(F)cc2c1=O
→ 94	115	95	.	89	100	97	.
- COc1cc(/C=C/C(=O)N2CCN(C(=O)c3cc(OC)c(OC)c(OC)c3)CC2)ccc1OCCCN1C(=O)c2cccc3cccc(c23)C1=O
→ 125	49	62	39	64	101	108	69
- N/C(=N\c1nc2c(F)cccc2s1)C(Cl)(Cl)Cl
→ 108	113	84	96	91	99	115	107
- O=C(OCc1ccccc1)c1ccccc1O
→ 97	115	.	99	105	112	107	97
- O=C(Nc1ccccc1)Nc1cccc(N=Cc2ccccc2O)c1
→ 95	109	91	103	95	94	79	97

Copied from the results shown, 20 compounds:
Results follow in this order: MALME-3M	SK-MEL-2	T-47D	HS 578T	UACC-62	UACC-257	BT-549	LOX IMVI
- O=Cc1c(OCc2cnnn2CC(=O)Nc2ccc(Cl)cc2)ccc2ccccc12
→ 95	102	104	101	87	95	90	99
- C[C@@H]1CC(=O)C2CCCC1C2=O (some centres not stated)
→ 94	109	101	106	117	108	111	93
- CCOC(=O)C1=C(N)N(c2ccccc2)C2=C(C(=O)CC(C)(C)C2)C1c1ccccn1 (configuration not stated)
→ 109	111	99	104	99	109	106	93
- CC(=O)N(C(C)=O)C1=NNC(C)(c2ccccc2O)N1C(C)C(=O)O (configuration not stated)
→ 95	88	82	104	95	92	116	96
- COC(=O)c1c(C(=O)OC)c2n(CC(=O)Nc3cccc4cccnc34)c3ccccc3n2c1C(=O)c1ccc(OC)cc1
→ 97	106	112	92	95	105	102	92
- COc1cc(C2CC(c3ccc(C(F)(F)F)cc3)=Nc3c(N)nc(N)nc3N2)ccc1Oc1nc(Nc2ccc(F)cc2)nc(N(C)C)n1 (configuration not stated)
→ 65	60	58	49	86	50	70	-18*
- FC(F)(F)c1ccc(Cn2cc(CSc3nc4ccccc4s3)nn2)cc1
→ 111	96	90	89	87	87	92	110
- C=CCn1cc(C2=C(c3cccc4ccccc34)C(=O)N(O)C2=O)c2cc(Br)ccc21
→ 85	101	87	103	83	104	89	74
- Cc1ccc(C(C)C)cc1NC(=O)C(C)c1ccc(CC(C)C)cc1 (configuration not stated)
→ 97	105	108	114	95	105	112	103
- Cc1c(Br)cccc1NC(=O)c1c(N)c2cc3c(nc2n1C)CCCC3
→ 86	85	64	84	81	107	104	83
- Cc1nc(Cl)nc(N(C)c2ccccc2)c1[N+](=O)[O-]
→ 101	116	87	115	99	105	105	92
- CC(=O)Nc1ccc(S(=O)(=O)NC2CCCCC2)cc1
→ 98	108	91	93	91	96	96	96
- CC(C)C1CCC(=O)CC1
→ 99	112	117	95	90	99	112	97
- COC(=O)c1nn(C)c(=O)[nH]c1=O
→ 96	115	105	107	100	99	118	101
- COc1ccc(C(=O)/C=C/c2ccc(C)cc2)cc1S(=O)(=O)Nc1c(N)nc(SC)[nH]c1=O
→ 99	93	96	94	86	90	63	82
- CCOc1cc(C(=O)O)cc(OCC)c1OCC
→ 103	110	103	101	105	105	103	95
- CCOC(=O)/C(C#N)=C(\C)c1ccccc1
→ 86	.	91	94	102	93	109	91
- O=C(O)c1cn(CC2CC2)c2cc(N3CCN(c4nccc(-c5nccs5)n4)CC3)c(F)cc2c1=O
→ 94	115	95	.	89	100	97	.
- COc1cc(/C=C/C(=O)N2CCN(C(=O)c3cc(OC)c(OC)c(OC)c3)CC2)ccc1OCCCN1C(=O)c2cccc3cccc(c23)C1=O
→ 125	49	62	39	64	101	108	69
- N/C(=N\c1nc2c(F)cccc2s1)C(Cl)(Cl)Cl
→ 108	113	84	96	91	99	115	107

Going on with the list.
Results follow in this order: MALME-3M	SK-MEL-2	T-47D	HS 578T	UACC-62	UACC-257	BT-549	LOX IMVI
- CN1C(=O)C(=O)c2ccccc21
→ 109	95	91	125	101	90	.	90
- COc1cc(CNS(=O)(=O)c2ccc(C)cc2)ccc1OCc1cn(-c2ccc(F)cc2)nn1
→ 95	104	54	98	72	90	84	102
- CN1C(=O)/C(=C\C(=O)c2cc3ccccc3oc2=O)c2ccccc21
→ 43	65	67	57	43	92	28	59
- Cc1cccc(NC(=S)NCCc2ccccn2)c1
→ 100	115	108	101	100	105	109	105
- Nc1[nH]c(=S)nc2oc(-c3ccccc3)c(-c3ccccc3)c12
→ 108	101	97	91	91	102	106	98
- O=C1C(Cl)=C(Cl)C(Cl)(Cl)C(Cl)=C1Cl
→ 98	118	107	95	101	100	107	90
- CCCCCCCCCCCCSC(SCCCCCCCCCCCC)SCCCCCCCCCCCC
→ 92	102	.	.	101	93	79	97
- O=C1Nc2ccccc2C2c3[nH]c4ccccc4c3CCN12 (configuration not stated)
→ 109	88	75	98	85	93	95	98
- COc1ccc2c(c1)C(=N/N=C(\C)c1ccc(OC)c(S(N)(=O)=O)c1)C(=O)N2
→ 94	93	87	70	78	97	59	95
- O=C1OC(c2ccc3ccccc3c2O)(c2ccc3ccccc3c2O)c2ccccc21
→ 133	84	67	101	85	84	96	75
- CC(=O)N1C2=NN=CC=CN2C(=O)C1CC(C)C (configuration not stated)
→ 105	110	106	107	97	106	101	99
- c1ccc2[nH]c(-c3ccc(Nc4nc(N5CCOCC5)nc5[nH]ncc45)cc3)nc2c1
→ 103	81	58	74	.	103	87	51
- O=C(c1ccccc1)c1ccncc1
→ 109	104	102	90	98	103	95	85
- COc1ccc(-n2nc(C(=O)NCCC(=O)O)nc2-c2ccccc2)cc1
→ 96	103	104	107	99	114	88	97
- COc1cc(/C(C)=C(\c2ccc(Cl)cc2)c2ccc(OCCN3CCOCC3)cc2)ccc1F
→ 77	97	74	95	91	95	106	100
- CC(=O)Nc1ccc2c(C(=O)O)c(C)c(=O)[nH]c2n1
→ 93	83	94	101	99	113	104	104
